GSK3 alpha inh = blockers of GSK3A enzyme activity – biochemical, luminescence, cell-free homogeneous, HTS, primary screen; Glycogen synthase kinase-3 alpha (Homo sapiens), P49840; GSK-3 alpha kinase, ADP-Glo luminescence, 60 min; inhibition, % at 10 µM; actives 0.1% (n = 320,000);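 in the data active means inhibition above about 50%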;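 further: GST-tagged GSK-3 alpha with peptide substrate and 25 µM ATP; 0% = DMSO neutral wells and 100% = GW8510 positive control wells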
PolyA inh = polyadenylation inhibitors in yeast reporter cells, primary screen, luminescence, S. cerevisiae | AID 1875, 2009 | S. cerevisiae SKY197-pL101 polyadenylation reporter, beta-gal luminescence; efflux-impaired pdr1/pdr3 knockout yeast; score 100 = 6 SD above DMSO | actives 0.02% (n = 300,000) | calls only at 12 µM;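 active means lowest replicate activity score at least 50, where 100 means six control SD above control mean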;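 further: yeast exposed to compound for 9 h at 30 °C; higher score means more reporter readthrough which indicates perturbed polyadenylation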
KCNQ1 block = inhibitors of human KCNQ1 channel, primary screen, cell-based, thallium flux, high-throughput | Potassium voltage-gated channel subfamily KQT member 1 (Homo sapiens), P51787 | CHO-K1 KCNQ1, FluxOR thallium flux fluorescence; active compounds read high | actives 1.3% (n = 310,000) | AID 2642, 2010 | B-score at 10 µM;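 active means compounds whose thallium flux B-score, printed positive for inhibition, exceeds three library SD while starting fluorescence stays within three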;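 further: channel opened by potassium depolarization with thallium stimulus after 20 min compound exposure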
KCNQ1 pot = potentiators or activators of KCNQ1 channel, primary screen, cell-based, thallium flux, high-throughput; B-score at 10 µM; Potassium voltage-gated channel subfamily KQT member 1 (Homo sapiens), P51787; actives 0.35% (n = 310,000); CHO-K1 KCNQ1, thallium flux FluxOR fluorescence; active compounds read high;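 active means fluorescence ratio B-score, a plate-corrected score, at least three library SD, with initial intensity B-score within 5 SD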
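Doses: Single concentration per compound, DMSO matched to controls | Test system: KCNQ1-transfected CHO-K1 cells | Timing: 90 min dye loading and 20 min compound exposure, both at room temperature | Measured by: Kinetic FluxOR thallium fluorescence, 10-s 1-Hz baseline, 110-s post-stimulus read | Medium: Assay buffer with matched DMSO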
hERG rescue = hERG rescue from dofetilide block, primary screen, cell-based, CHO-hERG, FluxOR thallium flux, dofetilide IC70 | dofetilide IC70 present | actives 0.51% (n = 310,000) | activation (rescue from dofetilide block), less the hit threshold, % at 10 µM | AID 1511, 2009;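 active means activation above the mean of controls blocked by dofetilide plus 5 SD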;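 further: thallium influx through hERG after potassium depolarization seen as dye fluorescence rise; in these data hits start at about 4.7%; inactives centre near -7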
RGS4 inh = RGS4 inhibitors, primary screen, cell-based, HEK293 M3R inducible RGS4, calcium flux; AID 463165, 2010; Regulator of G-protein signaling 4 (Homo sapiens), P49798; actives 0.45% (n = 310,000); Fluo-4 calcium flux; active compounds read high; triggered by carbachol at its EC20; B-score at 10 µM;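 active means B-score, a plate-corrected calcium signal, over three deviations above library mean, with baseline fluorescence within five deviations of library mean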;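 further: RGS4 expression induced by doxycycline in cells with stable M3 receptor; B-score is computed from the integrated fluorescence ratio over baseline after carbachol; higher B-score means a larger calcium signal and so more RGS4 inhibition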
Target sequence (P49798 whole entry, looked up): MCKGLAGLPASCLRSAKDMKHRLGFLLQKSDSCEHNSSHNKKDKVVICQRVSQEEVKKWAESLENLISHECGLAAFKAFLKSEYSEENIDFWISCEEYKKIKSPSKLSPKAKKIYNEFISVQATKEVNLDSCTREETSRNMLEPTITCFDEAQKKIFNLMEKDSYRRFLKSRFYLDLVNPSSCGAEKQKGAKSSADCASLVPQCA
KCNK3 block = human KCNK3 channel inhibitors, primary screen, CHO cells, FluxOR thallium flux, B-score; FluxOR fluorescence; active compounds read low; B-score at 10 µM; actives 0.84% (n = 340,000); AID 602410, 2012;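 active means B-score under library mean minus 4 SD, starting fluorescence ratio at most library mean plus 5 SD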;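 further: more negative B-score means stronger inhibition of thallium flux through KCNK3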
KCNK9 inh = KCNK9 potassium channel inhibitors, primary screen, HEK293 cells, thallium flux; FluxOR thallium flux fluorescence; active compounds read low; AID 488922, 2010; B-score at 10 µM; actives 1.2% (n = 310,000); Potassium channel subfamily K member 9 (Homo sapiens), Q9NPC2;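 active means ratio B-score over 3 SD below the library mean, with starting fluorescence within 5 SD of its mean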;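 further: negative B-score means less thallium flux so channel inhibition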
Target sequence (Q9NPC2 whole entry, looked up): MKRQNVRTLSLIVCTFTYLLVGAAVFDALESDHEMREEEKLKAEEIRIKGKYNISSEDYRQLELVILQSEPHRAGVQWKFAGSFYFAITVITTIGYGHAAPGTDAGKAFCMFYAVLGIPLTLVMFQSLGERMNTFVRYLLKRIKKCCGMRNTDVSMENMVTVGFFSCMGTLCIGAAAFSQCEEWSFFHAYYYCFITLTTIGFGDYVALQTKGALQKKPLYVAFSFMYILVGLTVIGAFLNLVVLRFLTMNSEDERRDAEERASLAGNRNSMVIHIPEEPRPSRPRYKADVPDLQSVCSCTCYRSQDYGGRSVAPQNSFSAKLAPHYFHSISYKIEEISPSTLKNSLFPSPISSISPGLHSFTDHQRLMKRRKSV
Dyrk1A ADPGlo = rat Dyrk1A kinase inhibitors, primary screen, biochemical, single point, plate reader. Dual specificity tyrosine-phosphorylation-regulated kinase 1A (Rattus norvegicus), Q63470. ADP-Glo luminescence, NFATc1 peptide. inhibition, % at 12.5 µM. actives 0.43% (n = 310,000); in the data active means inhibition above about 50%;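 further: plate controls were vehicle with enzyme for no effect and no enzyme for full effect; many of its hits are not listed in these tables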
RGS4 pot = RGS4 potentiators or activators, primary screen, cell-based, HEK293 M3R inducible RGS4, calcium flux; carbachol calcium flux Fluo4; active compounds read low; B-score at 10 µM; actives 0.92% (n = 310,000); AID 463111, 2010;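 active means B-score of the integrated calcium signal more than 4 SD below the library mean, with starting fluorescence not abnormally high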;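 further: negative B-score means reduced calcium response which marks RGS4 activation or potentiation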
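Assay system: Inducible-RGS4 HEK293 cells carrying M3 receptor | Schedule: Compound preincubation 20 min at room temperature before agonist | Signal: Kinetic calcium fluorescence imaging with Fluo4-AM dye, 2 µM | Read-out basis: B score from integrated fluorescence ratio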
GSK3B inh = human GSK3beta kinase inhibitors, primary screen, biochemical, cell-free homogeneous, HTS; GST-GSK3beta kinase, ADP-Glo luminescence, 60 min; active compounds read low; activity score (negative = inhibition), % at 10 µM; actives 0.038% (n = 300,000);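 active means more than half of replicate wells score below -50%, meaning over 50% inhibition versus plate controls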;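 further: 0% = median DMSO wells and -100% = median GW8510 positive control wells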
Target sequence (P49841 whole entry, looked up): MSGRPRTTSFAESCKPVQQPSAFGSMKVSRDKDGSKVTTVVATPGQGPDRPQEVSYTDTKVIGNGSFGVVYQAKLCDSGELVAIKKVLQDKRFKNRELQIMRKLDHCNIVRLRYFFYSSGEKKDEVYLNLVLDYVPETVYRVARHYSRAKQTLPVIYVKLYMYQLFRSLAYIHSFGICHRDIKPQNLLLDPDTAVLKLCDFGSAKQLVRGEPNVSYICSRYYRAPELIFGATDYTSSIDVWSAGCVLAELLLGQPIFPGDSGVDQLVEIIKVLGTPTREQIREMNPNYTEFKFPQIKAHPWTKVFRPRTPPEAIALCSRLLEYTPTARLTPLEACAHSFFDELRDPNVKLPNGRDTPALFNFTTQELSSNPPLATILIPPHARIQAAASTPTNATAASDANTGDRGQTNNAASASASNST
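test system = GST-tagged human GSK3beta kinase, cell-free | reagent = 25 µM ATP with peptide substrate | dosing = one dose of 10 µM per compound | schedule = 60 min reaction, RT | detection = luminescent ADP-Glo measurement of ADP formed | control set = DMSO neutral wells and GW8510 at 20 µM as positive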
* = called active by the depositor; i = inactive; . = not tested or not shown.

SMILES | GSK3 alpha inh | PolyA inh | KCNQ1 block | KCNQ1 pot | hERG rescue | RGS4 inh | KCNK3 block | KCNK9 inh | Dyrk1A ADPGlo | RGS4 pot | GSK3B inh
O=C(N[C@@H](Cc1ccccc1)C(=O)OCc1ccccc1)c1nc[nH]c1C(=O)NC1CCNCC1 | 17 | i | i | i | -10 | i | i | i | -1 | i | -15
Brc1ccc(-c2csc(/N=C/N3CCOCC3)n2)cc1 | 5 | i | i | i | -7 | i | i | i | 6 | i | 1
CCOCCCNC(=S)N1CCCN(c2nc3cc(C)cc(C)c3cc2C#N)CC1 | -2 | i | i | i | -11 | i | i | i | 5 | i | 2
CC1(c2nnc(-c3cccc(Cl)c3)o2)CC(c2ccc(Br)cc2)=NO1 (stereo not drawn) | -1 | i | i | i | -7 | i | i | i | -8 | i | 4
Cc1ccc(CSc2nnc(CS(=O)Cc3ccc(Cl)cc3Cl)n2C)cc1 (stereo not drawn) | -8 | i | i | i | -8 | i | i | i | 0 | i | .
CCCCn1c(N)c(N(CC)C(=O)c2cc(S(=O)(=O)N3CCN(CC)CC3)ccc2Cl)c(=O)[nH]c1=O | 0 | i | i | i | -15 | i | i | i | -4 | i | 0
O=C(Nc1cccnc1Cl)c1cc(-c2ccccc2O)on1 | 2 | i | i | i | -7 | i | i | i | 3 | i | 0
COc1ccc2oc(C(=O)NCCC(C)C)c(C)c2c1 | 0 | i | i | i | -11 | i | i | i | 23 | i | 1
Cc1ccc(CNc2oc(C)nc2C#N)cc1 | -4 | i | i | i | -9 | i | i | i | 1 | i | 5
CCc1nc2ccccc2c(=O)n1NCCc1ccccc1 | -1 | i | i | i | -6 | i | i | i | 8 | i | 2
Cc1cccnc1NC(=O)c1ccc(OCc2c(C)noc2C)cc1 | 0 | i | i | i | -10 | i | i | i | -7 | i | 2
CC(C)CC1(C(=O)NCc2cc(F)cc(C(F)(F)F)c2)C=CCN1C(=O)c1ccccc1 (stereo not drawn) | -2 | i | i | i | -3 | i | i | i | 9 | i | 3
CCCCc1ccc(NC(=O)CN2C(=O)C3CCCCC3C2=O)cc1 (stereo not drawn) | 3 | . | i | i | -19 | i | i | i | 7 | i | 2
Cc1cc(-n2c(C)cc(C(=O)CN3C(=O)NC4(CCCCC4)C3=O)c2C)no1 | 1 | i | i | i | -10 | i | i | i | 1 | i | -24
C=CCNC(=S)NNC(=O)C(CCC(C)C)CC(C)(C)O (stereo not drawn) | -2 | i | i | i | 0 | i | i | i | -4 | i | 4
COc1ccc(C2C(C(C)=O)=C(O)C(=O)N2CCc2ccccc2)c(OC)c1 (stereo not drawn) | -2 | i | i | i | -18 | i | i | i | 12 | i | -1
CC(CCc1ccccc1)NC(=O)CN1CCc2ccccc2C1 (stereo not drawn) | -3 | i | i | i | -1 | i | i | i | -2 | i | -1
COc1ccc(/C=C(\NC(=O)c2cccs2)C(=O)Nc2cccc3ccccc23)cc1OC | 1 | i | i | i | -6 | i | i | i | -6 | i | 3
O=C(NCc1ccc2c(c1)OCO2)c1ccccc1Cl | 0 | i | i | i | -5 | i | i | i | -5 | i | -1
OCCNCCCOc1ccc(Cl)cc1Br | 0 | i | i | i | -15 | i | i | i | 3 | i | 3
CC(C)CCNC(=O)NC(=O)COc1c(F)c(F)cc(F)c1F | 2 | i | i | i | -8 | i | i | i | 6 | i | 6
COc1ccc(OC)c(C2CC(=O)Nc3c2c(=O)[nH]c2ncnn32)c1 (stereo not drawn) | -1 | i | i | i | -20 | i | i | i | -2 | i | 2
COc1cccc(CNC(=O)C2CCN(S(=O)(=O)c3ccc(Br)s3)CC2)c1 | -1 | i | i | i | -9 | i | i | i | 18 | i | .
O=C1CC(N2CCN(c3ccc(Cl)cc3)CC2)C(=O)N1c1ccc(F)cc1 (stereo not drawn) | -3 | i | i | i | 1 | i | i | i | -1 | i | 3
O=C1C2C(C(=O)N1c1ccccc1)N1CCCN1C2c1ccccc1 (stereo not drawn) | -4 | i | i | i | 0 | i | i | i | -1 | i | 3
O=C1OC(c2ccc(O)cc2)(c2ccc(O)cc2)c2ccccc21 | 3 | i | i | i | 0 | i | i | i | 9 | i | 3
CC(C)Oc1cccc(C(=O)Nc2ncn[nH]2)c1 | 0 | i | i | i | -3 | i | i | i | -2 | i | 2
COc1ccccc1Cc1noc(C(C)(C)NC(=O)c2ccccc2)n1 | -1 | i | i | i | -8 | i | i | i | 1 | i | -2
CC(C)c1cc(C(=O)N2CCCC(C(=O)c3ccc4ccccc4c3)C2)on1 (stereo not drawn) | -2 | i | 6* | i | -18 | i | i | i | -2 | i | -1
Cn1c(-c2ccc(F)cc2)cnc1NCc1ccc(F)cc1 | 1 | i | i | i | -12 | i | i | i | 0 | i | 8
CC1(C)CC(=O)C2=C(C1)c1c(ccc3ncccc13)NC2c1cccs1 (stereo not drawn) | 15 | i | i | i | -5 | i | i | i | 0 | i | -1
CCC(C)(C)NC(=O)C1CCN(c2nc(OC)nc(OC)n2)CC1 | -2 | i | i | i | 3 | i | i | i | 2 | i | -1
O=C(Nc1cccc(C(=O)Nc2ccc(F)cc2F)c1)c1ccccc1 | -1 | i | i | i | -4 | i | i | i | -2 | i | 1
COc1cc(CCC(=O)Nc2nnc(-c3cccnc3)s2)cc(OC)c1OC | -1 | i | i | i | -21 | i | i | i | 2 | i | -11
O=C(c1ccc(Cl)c(S(=O)(=O)N2CCOCC2)c1)N1CCN(Cc2ccccc2)CC1 | -1 | i | i | i | -1 | i | i | i | -1 | i | 3
O=C(Cc1ccc(Cl)cc1)c1ccc(O)cc1 | 2 | i | i | i | -1 | i | i | i | 1 | i | 2
COc1ccccc1N(C)S(=O)(=O)c1ccc(Cl)c(C(=O)NC2=NCCS2)c1 | -2 | i | i | i | -2 | i | i | i | . | i | -4
O=C(O)c1ccc(-n2c(O)c(C=C3N=c4ccccc4=N3)sc2=S)cc1 | 0 | i | i | i | -14 | i | i | i | 13 | i | 6
Cc1cc(NS(=O)(=O)c2ccc(NC(=O)CCCOc3ccc(Cl)cc3)cc2)no1 | -1 | i | i | i | -10 | i | i | i | -7 | i | -1
CC(C(=O)NC(C)(C)C)N(C(=O)CS(=O)CC(=O)Nc1ccc(F)cc1)C1CCCC1 (stereo not drawn) | -1 | i | i | i | -8 | i | i | i | -15 | i | 4
CCOc1ccc(S(=O)(=O)NC2CCCC2)cc1C | 0 | i | i | i | -3 | i | i | i | 12 | i | -1
COc1ccc(NC(=O)CCCC(=O)OCC(=O)c2cccc(OC)c2)cc1 | -1 | i | i | i | -5 | i | i | i | -2 | i | 0
CCOC(=O)c1sc(=S)sc1SCc1cccc(C(F)(F)F)c1 | . | i | i | i | -5 | i | i | i | 5 | i | 0
Fc1cccc2sc(Nc3nc4cc5c(cc4s3)OCO5)nc12 | -1 | i | i | i | 13* | i | i | i | -5 | i | 31
O=C(O)CC/C(=C\c1ccc(N2CCOCC2)c([N+](=O)[O-])c1)c1nc2ccccc2s1 | . | . | i | i | -8 | i | i | i | 4 | i | -1
CSc1nc(SCC(=O)O)c2c3c(sc2n1)COC(C)(C)C3 | -2 | i | i | i | -11 | i | i | i | 12 | i | 1
O=C(Cc1ccc([N+](=O)[O-])cc1)NNC(=O)c1cccs1 | 0 | i | i | i | -12 | i | i | i | -9 | i | -1
O=C(CSc1nnc(-c2ccc(F)cc2)c2ccccc12)Nc1ccccc1Cl | 0 | i | i | i | -6 | i | i | i | -1 | i | -2
Cc1c(C(=O)N(C)c2ccc(Cl)cc2)cnn1-c1ccccc1 | -1 | i | i | i | -8 | i | i | i | -6 | i | 0

In the list so far, 7 have two or more sulfur atoms.
SMILES | GSK3 alpha inh | PolyA inh | KCNQ1 block | KCNQ1 pot | hERG rescue | RGS4 inh | KCNK3 block | KCNK9 inh | Dyrk1A ADPGlo | RGS4 pot | GSK3B inh
Cc1ccc(CSc2nnc(CS(=O)Cc3ccc(Cl)cc3Cl)n2C)cc1 (stereo not drawn) | -8 | i | i | i | -8 | i | i | i | 0 | i | .
COc1cccc(CNC(=O)C2CCN(S(=O)(=O)c3ccc(Br)s3)CC2)c1 | -1 | i | i | i | -9 | i | i | i | 18 | i | .
COc1ccccc1N(C)S(=O)(=O)c1ccc(Cl)c(C(=O)NC2=NCCS2)c1 | -2 | i | i | i | -2 | i | i | i | . | i | -4
O=C(O)c1ccc(-n2c(O)c(C=C3N=c4ccccc4=N3)sc2=S)cc1 | 0 | i | i | i | -14 | i | i | i | 13 | i | 6
CCOC(=O)c1sc(=S)sc1SCc1cccc(C(F)(F)F)c1 | . | i | i | i | -5 | i | i | i | 5 | i | 0
Fc1cccc2sc(Nc3nc4cc5c(cc4s3)OCO5)nc12 | -1 | i | i | i | 13* | i | i | i | -5 | i | 31
CSc1nc(SCC(=O)O)c2c3c(sc2n1)COC(C)(C)C3 | -2 | i | i | i | -11 | i | i | i | 12 | i | 1

Some of the compounds tested; the hit share may differ from the screen's.
